NR2E3 agonist: activates human photoreceptor nuclear receptor NR2E3; GST-NR2E3/biotin-RetCOR TR-FRET, 1536-well; 320,000 compounds, 0.12% hits; inhibition of corepressor binding, % at 4.78 µM; AID 2300; Q9Y5X4;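 active = percent inhibition above the cutoff of mean plus 3 SD of all tested compounds, set per screening campaign, cut at about 20% in these data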;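 note: 0% = DMSO wells and 100% = biotin wells as full block of FRET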
Target sequence (Q9Y5X4 whole entry, looked up): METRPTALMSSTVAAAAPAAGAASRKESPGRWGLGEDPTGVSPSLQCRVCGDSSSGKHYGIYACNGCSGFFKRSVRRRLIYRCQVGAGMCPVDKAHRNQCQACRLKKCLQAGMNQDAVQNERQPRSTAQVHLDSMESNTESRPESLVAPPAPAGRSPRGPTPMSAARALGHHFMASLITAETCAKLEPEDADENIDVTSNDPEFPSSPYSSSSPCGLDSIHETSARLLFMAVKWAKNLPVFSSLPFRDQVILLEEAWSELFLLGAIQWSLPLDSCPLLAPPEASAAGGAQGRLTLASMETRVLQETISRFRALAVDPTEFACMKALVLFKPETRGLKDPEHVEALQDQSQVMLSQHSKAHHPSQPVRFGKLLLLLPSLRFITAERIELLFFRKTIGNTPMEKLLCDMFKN
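System: GST-tagged NR2E3 plus biotinylated RetCOR corepressor; Amount: 1.35 nM GST-tagged NR2E3 final; Dosing: single nominal compound dose of 4.8 µM; Schedule: 5 h incubation at 4 °C; Technique: TR-FRET with europium anti-GST and streptavidin-D2, 340 nm excitation; Controls: biotin wells as high control, 0.6% DMSO wells as low control.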
CaV13 ICDI inh: Primary screen for inhibitors of IQ motif and Ca2+-dependent inactivation inhibitor domain binding in CACNA1D, Förster resonance energy transfer in living cells, …; inhibition, % at 12.3 µM; 340,000 compounds, 0.098% hits; HEK cells, CFP/YFP FRET ICDI-IQ, plate reader, 10 min; percent FRET-ratio fall versus neutral wells;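 active = mean replicate inhibition of at least 30% and at least 1% of replicates passing that level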;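 note: 0% = median of the neutral control wells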
Active calls of the source: *; . = not tested or not shown.

NR2E3 agonist,CaV13 ICDI inh,SMILES
.,-9,CCn1c(SCC(=O)Nc2cc(NC(C)=O)ccc2OC)nnc1-c1ccncc1
.,-9,COc1cccc(/C=C2/Sc3ccc(C(=O)NC4CC4)cc3NC2=O)c1
.,-5,COC(=O)[C@@]1(Cc2ccc(OC)cc2)[C@H]2c3cc(C(=O)N4CCCC4)n(Cc4ccc(OC)c(OC)c4)c3C[C@H]2CN1C(=O)c1ccccc1
.,-5,CC(C)C[C@@H]1COc2cc(F)ccc2S(=O)(=O)N1
.,-12,O=C1NC(Cc2ccccc2)c2nc3ccc(Br)cc3c(=O)n2-c2cc(Cl)ccc21 (stereo unspecified)
.,-12,COc1ccc(C2CC(=O)C(c3ccc([N+](=O)[O-])cc3)=CN2Cc2ccccc2)cc1 (stereo unspecified)
.,-6,O=c1[nH]c(-c2ccccc2)cn1C1CCN(Cc2ccc(-c3nc4ccc(F)cc4nc3-c3ccccc3)cc2)CC1
2,-5,Cc1cc(NC(=O)CN2CCOCC2)n(-c2nc3ccccc3s2)n1
5,4,CCCC(=O)NCc1ccncc1
1,-4,CCOc1cc(NC(=O)c2cccs2)c(OCC)cc1NC(=O)CCC(=O)NCc1ccccn1

A second format for some results above:
| compound | NR2E3 agonist | CaV13 ICDI inh |
| --- | --- | --- |
| CCn1c(SCC(=O)Nc2cc(NC(C)=O)ccc2OC)nnc1-c1ccncc1 | . | -9 |
| COc1cccc(/C=C2/Sc3ccc(C(=O)NC4CC4)cc3NC2=O)c1 | . | -9 |
| COC(=O)[C@@]1(Cc2ccc(OC)cc2)[C@H]2c3cc(C(=O)N4CCCC4)n(Cc4ccc(OC)c(OC)c4)c3C[C@H]2CN1C(=O)c1ccccc1 | . | -5 |
| CC(C)C[C@@H]1COc2cc(F)ccc2S(=O)(=O)N1 | . | -5 |
| O=C1NC(Cc2ccccc2)c2nc3ccc(Br)cc3c(=O)n2-c2cc(Cl)ccc21 (stereo unspecified) | . | -12 |

Carrying on.
NR2E3 agonist,CaV13 ICDI inh,SMILES
-1,-3,CCNc1nc(=S)nc(NCc2ccccc2)[nH]1
-1,-5,CCOc1ccc(NC(=O)CC)cc1
-1,-2,CCOC(=O)N1CCC(N(CCN(C)C)C(=S)Nc2ccc(OCC)cc2)CC1
2,-5,OC[C@H]1O[C@@H]2O[C@H]3[C@H](O)[C@@H](O)[C@@H](O[C@H]4[C@H](O)[C@@H](O)[C@@H](O[C@H]5[C@H](O)[C@@H](O)[C@@H](O[C@H]6[C@H](O)[C@@H](O)[C@@H](O[C@H]7[C@H](O)[C@@H](O)[C@@H](O[C@H]1[C@H](O)[C@H]2O)O[C@@H]7CO)O[C@@H]6CO)O[C@@H]5CO)O[C@@H]4CO)O[C@@H]3CO
-1,-4,COc1ccc(/C=N/NC(=O)c2ccncc2)cc1COc1ccc(NC(C)=O)cc1
7,-2,O=C(/C=C/c1cccc(Br)c1)Nc1nn[nH]n1
2,-6,C=CCN1C(=O)N/C(=C/c2ccc(N3CCOCC3)o2)C1=O
-1,-3,Cc1nc(N/N=C/c2ccccn2)sc1C
-1,-5,Cc1ccc(C2=NN=C(NC(=O)CSc3nc(C)cc(C)n3)SC2)cc1
4,-5,COc1ccc(S(=O)(=O)NC(N)=NCCc2ccc(OC)c(OC)c2)cc1

The list goes on:
NR2E3 agonist,CaV13 ICDI inh,SMILES
4,-4,O=C(NCc1ccc(F)cc1)c1cc2sccc2n1Cc1ccc(F)cc1
2,-12,CCOc1ccc2[nH]c3c(N4CCC5(CC4)OCCO5)ncnc3c2c1
4,-5,Cc1cccc(NC(=O)CSc2nnc(NC(=O)c3ccc(S(=O)(=O)N4CCOCC4)cc3)s2)c1C
0,-3,COc1cc(/C=C2\SC(=Nc3ccc(O)cc3)NC2=O)cc(OC)c1OC
4,-4,CCCCn1c(-c2csc3c2CCCC3)n[nH]c1=S
2,-8,CCc1cc(C(=O)NC2CCCc3c2cnn3-c2cccc(C)c2C)n(C)n1 (stereo unspecified)
2,-17,O=C1c2ccccc2S(=O)(=O)c2cc(N3CCC4(CC3)OCCO4)ccc21
4,-7,CCN(CC)CCn1c(=S)[nH]c2cc(C(=O)N3CC=C(c4ccccc4)CC3)ccc2c1=O
3,1,Cc1ccc(C)c(-n2nnnc2SCC(=O)c2c(N)n(C)c(=O)n(C)c2=O)c1
-1,-6,COc1ccc(-n2cc(CNCCc3cscn3)c(-c3ccccc3Cl)n2)cc1

(further entries)
NR2E3 agonist,CaV13 ICDI inh,SMILES
0,-7,Nc1c(Cl)ncnc1N/N=C/c1ccccn1
1,-9,CC(C)CC1NC(=O)c2ccccc2-n2c1nc1cc(F)ccc1c2=O (stereo unspecified)
4,-7,Cc1ccc2c(c1)-c1ncc(C(=O)c3cc(Br)ccc3O)cc1CO2
4,-9,C#CCOCCOCCOCCNc1nc(N2CCN(C(=O)[C@H](CCC(=O)O)n3cc(C(N)CO)nn3)CC2)nc(N2CCN(C(=O)[C@H](Cc3ccc(O)cc3)n3cc(C(N)[C@H](C)CC)nn3)CC2)n1 (stereo partly specified)
2,-4,COc1ccc(C2NC(=O)N(CCCC(=O)O)C(C)=C2C(=O)OCc2ccccc2)cc1 (stereo unspecified)
-3,-5,Cc1sc2cc3c(c(C(=O)c4ccccc4)[n+]2c1C)-c1cccc2cccc-3c12
7,-9,CC1=C(C(=O)OCc2ccccc2)C(c2ccccc2OS(=O)(=O)c2ccccc2[N+](=O)[O-])NC(=O)N1CCCC(=O)O (stereo unspecified)
-3,-6,COC(=O)c1ccc(C23CC4(C2)[C@H](CN(Cc2ccc(-c5ccccc5)cc2)[C@@H]4c2ccccc2)C3c2ccc(Cl)nc2)cc1 (stereo partly specified)
-2,-3,CN(C)CCOC1c2ccccc2C=Cc2ccccc21
0,-5,O=C(O)CSc1c2c(nc3cc(C(=O)NCCN4CCOCC4)ccc13)CCC2

More records follow:
NR2E3 agonist,CaV13 ICDI inh,SMILES
2,-4,FC(F)(F)c1ccccc1NC(=S)NN=C1CCCCCC1
2,-7,CC(C)C[C@H](NC(=O)c1nc[nH]c1C(=O)N[C@@H](CC(C)C)C(=O)OC(C)(C)C)C(=O)OCc1ccccc1
2,-16,CC(=O)/C=C/n1c(=S)oc2ccccc21
2,-11,COc1ccc([C@H]2C=C3CN(C(=O)OC(C)(C)C)S(=O)(=O)[C@H]3C[C@H]2OC(=O)c2cccs2)cc1
-2,8,Cc1cccc(N=Nc2c(C)[nH]n(C(N)=S)c2=O)c1C
3,-11,CC1NC(=O)c2ccccc2-n2c1nc1cc(F)ccc1c2=O (stereo unspecified)
3,-2,CN1CCN(c2ccc([N+](=O)[O-])cc2/C=N/NC(=O)c2cccc([N+](=O)[O-])c2)CC1
-1,-5,Cn1c(=O)c(C(=O)COC(=O)c2cc(C(F)(F)F)nc3ccccc23)c(N)n(Cc2ccccc2)c1=O
0,-13,COCCn1c(C(=O)N2CCCC2)cc2c1C[C@H]1CN(C(=O)c3ccccc3)[C@@](Cc3ccc(F)cc3)(C(=O)OC)[C@@H]21
4,-5,O=C(NNc1nc(N2CCOCC2)nc(N2CCOCC2)n1)Nc1ccc(Cl)cc1

Later entries:
NR2E3 agonist,CaV13 ICDI inh,SMILES
2,-5,Cc1cc(C)c(NS(=O)(=O)c2ccc(NC(=O)/C=C/C(=O)O)cc2)c(C)c1
-2,-2,Cc1ccc2c(c1)NC(=O)c1cccc([N+](=O)[O-])c1CO2
5,-6,Cn1c(SCC(=O)NCc2ccc(F)cc2)nc2c([nH]c3ccccc32)c1=O
-2,-5,O=C(N/N=C/c1ccc2nccnc2c1)c1ccccc1O
0,9,Cc1ccc2sc(-c3ccc(NC(=O)CCN4C(=O)c5ccccc5C4=O)cc3)nc2c1
4,-5,O=C(N/N=C/c1ccc([N+](=O)[O-])o1)c1cn(-c2ccccc2)nc1-c1ccc(F)cc1
7,-14,CC1CCN(S(=O)(=O)c2ccc3nc(N4CCN(c5ccccc5)CC4)ccc3c2)CC1
3,3,COc1ccc(Nc2nc(Cl)nc(N3CCN(c4ccc(OC)cc4)CC3)n2)cc1
-2,-9,C/C=C\C(=O)Nc1cccc(C2=NOC3(C2)C[C@@H](C(N)=O)N(C(=O)c2ccc(OC)cc2)C3)c1 (stereo partly specified)
1,-19,O=C(COC(=O)c1sc2cc(Cl)ccc2c1Cl)Nc1ncc(Cl)cc1Cl

Additional entries.
NR2E3 agonist,CaV13 ICDI inh,SMILES
0,-27,CN1/C(=C\C=C2/C(=O)Oc3ccccc3C2=O)C(C)(C)c2ccccc21
-1,-13,CCN1C(=O)[C@@H]2[C@H](C1=O)[C@@H]1CC(C(=O)OC)=C[C@@H](C(=O)OC)C3C1=C(C(=O)C3(CC)CC)[C@@H]2C (stereo partly specified)
2,-6,CCCCN1c2cc(C)c(O)cc2C(C(=O)OCC)C1C (stereo unspecified)
-2,-5,COc1cccc(C2=CC(c3ccc(OC)c(OC)c3)NC(=S)N2)c1 (stereo unspecified)
-3,2,O=C(CN1CCSCC1)N/N=C/c1ccc(Cl)cc1
4,-16,O=C1c2ccccc2S(=O)(=O)c2cc(N3CCN(c4ccccc4)CC3)ccc21
-2,-9,CC1=C(C(=O)OCc2ccccc2)C(c2ccc3ccccc3c2)NC(=O)N1CCCCCC(=O)O (stereo unspecified)
5,-4,O=[N+]([O-])c1ccccc1CN1CCN(Cc2c[nH]c3ccccc23)CC1
-1,-4,COc1ccc(CC(NC(C)=O)C(=O)NC2CCN(c3c(Cc4ccccc4)c(C)nc4ncnn34)CC2)cc1OC (stereo unspecified)
-4,-4,CCOC(=O)C1CCCN(CC(=O)c2c[nH]c3ccc(C)cc23)C1 (stereo unspecified)

(cont.)
NR2E3 agonist,CaV13 ICDI inh,SMILES
-2,-5,CN1CCN(C2Cc3ccccc3Sc3cc(C(F)(F)F)ccc32)CC1 (stereo unspecified)
4,1,Cc1c(-c2cc[n+]([O-])cc2)oc2ccc(Br)cc2c1=O
-2,-6,COC(=O)c1cccc(C23CC4(C2)[C@H](CN(Cc2cccnc2)[C@@H]4c2ccccc2)C3c2ccc(C(F)(F)F)cc2)c1 (stereo partly specified)
3,-5,COc1cccc(-c2ccc(=O)n(CC(=O)Nc3ccc(S(=O)(=O)NCC(C)C)cc3)n2)c1
-1,-18,Cc1ccc(-n2c(SCC(=O)Nc3cccc(C)c3)nc3c(oc4ccccc43)c2=O)cc1
2,-14,CC(C)n1c(CN(C)Cc2ccccc2)nc2c1c(=O)n(C)c(=O)n2C
0,-3,CCOC(=O)N1CCc2c(sc(N)c2C#N)C1
3,-4,CC(=O)C1=C(O)C(=O)N(c2cccnc2)C1c1ccc([N+](=O)[O-])cc1 (stereo unspecified)
-4,-4,CC(=O)c1ccc(NC(=O)C(C)Sc2nnc(C3CCCCC3)o2)cc1 (stereo unspecified)
2,-9,COc1ccc(COCCN2CCN(S(=O)(=O)c3ccc(C)cc3)CCC2=O)cc1

Additional entries follow.
NR2E3 agonist,CaV13 ICDI inh,SMILES
-2,-5,O=C(N/N=C/c1ccncc1)c1cccc([N+](=O)[O-])c1
1,-20,COc1ccc(NC(=O)c2ccc3c(SCC(=O)O)c4c(nc3c2)CCCC4)cc1Cl
0,-3,CC(=O)Nc1ccc(S(=O)(=O)N2C(=O)c3cccc4cccc2c34)cc1
4,-11,CCCCCc1nc2c(c3c1CCCC3)CCCC2
-7,-6,Cc1[nH][nH]c(=O)c1N=Nc1ccccc1C#N
0,-5,Cc1nc(NS(=O)(=O)c2ccccc2C)c2c3c(sc2n1)CCC3
-5,-5,Cc1ccc(-n2c(=O)c3sccc3n(Cc3cc(=O)n4ccccc4n3)c2=O)cc1F
-3,-2,O=[N+]([O-])c1cc(/C=N/Nc2nc3ccccc3[nH]2)c(O)cc1O
4,-5,COC(=O)c1ccc(CSc2nnc(Nc3ccccc3OC)s2)o1
2,-2,CC(C)n1nc(C(=O)N2CCN(S(=O)(=O)c3cccs3)CC2)c2ccccc2c1=O

Four entries picked at random from the list so far:
NR2E3 agonist,CaV13 ICDI inh,SMILES
2,-2,CC(C)n1nc(C(=O)N2CCN(S(=O)(=O)c3cccs3)CC2)c2ccccc2c1=O
-2,-5,O=C(N/N=C/c1ccncc1)c1cccc([N+](=O)[O-])c1
-3,-2,O=[N+]([O-])c1cc(/C=N/Nc2nc3ccccc3[nH]2)c(O)cc1O
0,-5,Cc1nc(NS(=O)(=O)c2ccccc2C)c2c3c(sc2n1)CCC3

Next part:
NR2E3 agonist,CaV13 ICDI inh,SMILES
0,2,O=C(Cc1ccc(Nc2nc(=S)[nH]c3ccccc23)cc1)NC1CCCCC1
5,-4,CN(C(=O)Cn1nnc(-c2cccnc2)n1)C1CCCCC1
-3,-1,C/C(=N\NC(=O)Cc1c(C)[nH][nH]c1=O)c1ccc2ccccc2c1
0,-2,CCn1c2ccccc2c2cc(CN3CCN(S(=O)(=O)CC)CC3)ccc21
-1,6,COc1ccccc1/C=N/N1C(=O)C(CC(=O)Nc2ccc([N+](=O)[O-])cc2OC)SC1=Nc1cccc(C)c1C (stereo unspecified)
-1,-9,COC(C[C@H]1O[C@@H]1C(=O)COCc1ccccc1)OC
-1,-11,COC(=O)[C@@]1(Cc2ccc(F)cc2)[C@H]2c3cc(C(=O)N4CCCC4)n(CCO)c3C[C@H]2CN1C(=O)c1ccccc1
-1,-2,Cc1ccc(-c2csc(N3C(=N)SCC3=O)n2)cc1

Screening results deposited in PubChem BioAssay by several laboratories.

This is a subset (hit frequency here may not be typical).
